# Bioassay records (PubChem)
# B2AR arrestin – recruits beta-arrestin to the human beta2-adrenergic receptor; beta-arrestin recruitment to beta2AR, cell-based reporter; 330,000 tested, 0.02% active; AID 492947; Potency, µM (titrated, usually from 46.1 µM), without a hit: top-dose activation, hits mostly activators;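 also: potency is read from the fitted curve at half-maximal effect; 0% = DMSO controls and full agonism = EC100 isoproterenol or metaproterenol; nearly all actives have a fitted effect of over 65% in size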
# USP2a inh – inhibitors of human ubiquitin-specific protease USP2a; AID 463254; O75604; USP2 core, Ub-CHOP2 coupled fluorogenic reporter, 485/531; 330,000 tested, 0.01% active; Potency, µM (series often up to 38.3 µM), for the others: at the highest dose activity change, negative = inhibition, most hits filed as inhibitors;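 also: potency is read from the fitted curve at half-maximal effect; plate controls were DMSO wells for no effect and full inhibition by NEM control for full effect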
# Target sequence (O75604 whole entry, looked up): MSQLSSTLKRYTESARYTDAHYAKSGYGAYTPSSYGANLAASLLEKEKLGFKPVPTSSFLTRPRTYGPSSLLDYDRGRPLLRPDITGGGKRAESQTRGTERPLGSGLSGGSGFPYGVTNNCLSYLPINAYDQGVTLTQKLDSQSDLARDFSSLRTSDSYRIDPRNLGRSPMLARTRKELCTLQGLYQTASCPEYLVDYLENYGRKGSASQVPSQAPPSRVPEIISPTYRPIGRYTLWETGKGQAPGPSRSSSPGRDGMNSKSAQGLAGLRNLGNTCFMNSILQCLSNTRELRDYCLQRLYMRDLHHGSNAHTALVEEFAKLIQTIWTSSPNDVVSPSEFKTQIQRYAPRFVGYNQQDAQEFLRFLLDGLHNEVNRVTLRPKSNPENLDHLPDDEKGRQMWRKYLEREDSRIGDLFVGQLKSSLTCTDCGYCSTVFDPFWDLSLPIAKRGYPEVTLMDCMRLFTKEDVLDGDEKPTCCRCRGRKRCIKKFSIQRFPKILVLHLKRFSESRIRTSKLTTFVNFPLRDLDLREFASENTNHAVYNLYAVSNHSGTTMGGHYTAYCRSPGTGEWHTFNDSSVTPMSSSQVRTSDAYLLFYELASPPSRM
#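 Deubiquitinase activity read as fluorescence (485/531 nm) after Ub-CHOP2 cleavage activates the enterokinase reporter on its substrate; USP2 core 10nM, Ub-CHOP2 and substrate 25nM each, 30min compound preincubation then 60min RT; data normalized to NEM, curves fitted.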
# BRCA1 expr up – BRCA1 expression activation; Potency, µM (series often up to 46.1 µM), inactives show at the top dose activation, most hits filed as activators; MCF7-BRCA1-FFLuc reporter, luminescence, 48 h; response scale: scaled: vehicle 0%, 10 µM genistein 100%; 380,000 tested, 1.1% active; also: potency is read from the fitted curve at half-maximal effect; nearly all actives have a fitted effect of over 80% in size; some results filed as inactive show a strong effect at the top dose
#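 Cells: MCF7-BRCA1-FFLuc, 2000/well. Exposure: 48 h, 37 °C, 5% CO2. Read: luminescence, 15 min post-substrate. Controls: genistein 10 microM (maximal activation), DMSO (neutral).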
# PTAP TSG101 blk – blocks PTAP/TSG101 interaction to inhibit HIV-1 budding; Q99816; Fluorescence polarization, FITC-PTAP peptide / Tsg101 binding; Potency, µM (top dose mostly 115 µM), inactives show top-dose activity change, negative = inhibition, hits mostly inhibitors; 340,000 tested, under 10 active; AID 493005; active = well fitted inhibition curve with a large enough effect in the main read-out, with a control signal flat, not every such curve was filed as active; inconclusive = small, poorly fitted or top-dose-only effect, or effect the other way, or a change in a side signal; inactive = no such curve, though single readings can be large or run the other way; also: potency is read from the fitted curve at half-maximal effect; % of control where 0% means no effect
#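 Steps: Tsg101 binding domain dispensed (10 uM final), compounds pinned in DMSO, FITC-labeled PTAP-motif peptide added (50 nM final); after 20 min binding at room temperature, polarization measured.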
# Eya2 inh – Eya2 (human) phosphatase inhibition | recombinant Eya2, OMFP fluorescence dephosphorylation (OMFP is methylfluorescein phosphate) | Potency, µM (series often up to 76.9 µM), for the others: at the highest dose activity, negative = inhibition, actives largely listed as inhibitors | 330,000 tested, 0.006% active | AID 488837; also: potency is read from the fitted curve at half-maximal effect; % is scaled to controls: 0 for no effect and ±100 for the full control effect
# Target sequence (O00167 whole entry, looked up): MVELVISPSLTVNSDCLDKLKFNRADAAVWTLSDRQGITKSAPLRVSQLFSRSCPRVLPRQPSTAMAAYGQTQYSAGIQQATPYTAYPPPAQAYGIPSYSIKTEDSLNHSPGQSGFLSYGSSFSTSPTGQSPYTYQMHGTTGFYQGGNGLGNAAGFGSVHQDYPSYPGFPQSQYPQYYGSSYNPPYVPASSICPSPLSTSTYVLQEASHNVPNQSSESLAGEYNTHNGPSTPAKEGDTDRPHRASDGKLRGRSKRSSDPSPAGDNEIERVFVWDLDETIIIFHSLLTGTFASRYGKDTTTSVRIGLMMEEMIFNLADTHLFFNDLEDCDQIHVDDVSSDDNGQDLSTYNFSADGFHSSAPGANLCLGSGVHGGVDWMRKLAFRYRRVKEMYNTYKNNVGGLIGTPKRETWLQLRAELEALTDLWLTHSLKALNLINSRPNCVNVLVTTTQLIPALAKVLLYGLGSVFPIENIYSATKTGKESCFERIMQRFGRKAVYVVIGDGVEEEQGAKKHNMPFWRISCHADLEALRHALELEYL
#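 Eya2 protein (added as 0.2 uM solution) was preincubated with compound for 10 min at ambient temperature in 50 mM HEPES pH 7.5, 50 mM NaCl, 5 uM MgCl2, 0.05% BSA, 1 mM DTT. OMFP (added at 50 uM) then reacted 10 min; fluorescence read at 485/525 nm.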
# uPA generation – inhibitors of cell surface uPA generation | cell surface uPA generation assay, qHTS | Potency, µM (highest dose often 38.3 µM), without a hit: at the top dose activity change, negative = inhibition, actives largely listed as inhibitors | 330,000 tested, 0.31% active | AID 540303; active = well fitted inhibition curve with a large enough effect; inconclusive = small, poorly fitted or top-dose-only effect; inactive = no such curve, though single readings can be large or run the other way; tested in mouse RAW 264.7 cells; also: potency is read from the fitted curve at half-maximal effect; % is scaled to controls: 0 for no effect and ±100 for the full control effect; nearly all actives have a fitted effect of over 55% in size
# Integrin act MD – activates integrin-mediated alleviation for muscular dystrophy; Potency, µM (titrated, usually from 38.3 µM), for inactives: top-dose activation, most hits filed as activators; alpha7betagal myoblasts, beta-gal FDG fluorescence, 48 h; 350,000 tested, 0.064% active;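 also: potency is read from the fitted curve at half-maximal effect; 100% = response of the positive control SU9516; nearly all actives have a fitted effect of over 60% in size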
#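 Alpha7betagal+/- myoblasts (passage 13) were plated 16-24 hr, then exposed to compounds (1:260 dilution of DMSO stock) for 48 hours at 37C. After MPER lysis, β-galactosidase reporter activity was read as FDG fluorescence (ex 480/em 540) after 30 minutes.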
# TRPV1 ag – activates the human vanilloid receptor TRPV1. Q8NER1. TRPV1-expressing cells, Fluo-8 calcium influx, agonist mode. activation, % at 8.33 µM. 320,000 tested, 0.19% active. AID 540275; in the data active = activation above about 80%; inconclusive = between about 30% and that limit; also: 0% is about no effect
#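 TRPV1-expressing cells were cultured overnight at 35.5C and loaded with Fluo-8 calcium dye for 40 to 90 min at room temperature. After a 10 s baseline, compound was added and calcium influx was read kinetically for 3 min (ex 480/em 520 nm).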
# ELG1 genotox – inducers of genotoxicity in HEK293T ELG1-luciferase cells; 330,000 tested, 1.3% active; AID 504466; Potency, µM (doses to about 46 µM), inactives show top-dose activity change, positive = activation, actives largely listed as activators; HEK293T ELG1-luciferase reporter, luminescence, 16 h; also: potency is read from the fitted curve at half-maximal effect; % of control where 0% means no effect; nearly all actives have a fitted effect of over 60% in size
#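 After overnight (16 hr) compound treatment at 37 °C, ELG1-luciferase HEK293T cells were lysed with ONE-Glo; luminescence quantified 30 min later at room temperature.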
# p53 reactivation – re-activators of mutant p53; H1299 p53-A138V BP100-luciferase reporter, luminescence, 24 h; AID 504706; Potency, µM (series often up to 92.2 µM), for inactives: at the highest dose activity change, positive = activation, hits mostly activators; 320,000 tested, 0.063% active; also: potency is read from the fitted curve at half-maximal effect; % of control where 0% means no effect; nearly all actives have a fitted effect of over 45% in size
#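 p53-null H1299 cells stably carrying temperature-sensitive p53-A138V and a BP100-luciferase reporter were pinned with compounds (4-point, 1:5 series) and held 24 hrs at 37 deg C. Luminescence was read 10 min after detection reagent.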
# S-ASM inh – blocks human secretory acid sphingomyelinase; 340,000 tested, 0.006% active; P17405; Potency, µM (highest dose often 57.5 µM), inactives show top-dose activity change, negative = inhibition, most hits filed as inhibitors; placental ASM, HMU-PC fluorogenic substrate, 60 min; AID 504937; also: potency is read from the fitted curve at half-maximal effect
#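 Steps: dispense placental human ASM, pin compound, wait 10 min at room temperature, add HMU-PC0 substrate at 9 uM final, incubate 60 min at 37 °C, add stop solution raising pH to 10, read fluorescence.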
# An asterisk follows results filed as active; ? = inconclusive; · = no result given; [ ] = another dose, or the depositor's remark. Unless noted, calls follow the shape of the dose curve; as a rule, active = well fitted curve in the direction sought with a large enough effect; inconclusive = small, poorly fitted or top-dose-only effect, or another doubt; inactive = no such curve, though single readings can be large; an effect the other way counts as inactive or inconclusive.
# A first look, 4 compounds:
(1) CC(C)C(NC(=O)c1ccc(F)cc1)C(=O)OCC(=O)N1CC(=O)Nc2ccccc21 (centres undefined)
(2) Nc1cccnc1Oc1ccccc1F
(3) C[C@H](c1ccccc1)n1nnc(COCc2ccccc2)c1C#CCOCc1ccccc1
(4) CCOC(=O)c1c(C)[nH]c(O)c1C=Nc1ccccc1
assay / entry,1,2,3,4
Integrin act MD,8%,?,14%,-12%
B2AR arrestin,-1.2%,0.5%,-0.5%,-0.3%
Eya2 inh,1%,11%,6%,9%
PTAP TSG101 blk,-1%,-2%,1%,-8%
USP2a inh,1%,0%,-7%,1%
uPA generation,1%,7%,12%,-3%
S-ASM inh,5%,3%,2%,-12%
TRPV1 ag,2,-1,16,·
BRCA1 expr up,-22%,0%,0%,-57%
p53 reactivation,-6%,2%,-2%,25%
ELG1 genotox,-4%,-2%,0%,13%

# The whole of this part (from the top)
(1) CC(C)C(NC(=O)c1ccc(F)cc1)C(=O)OCC(=O)N1CC(=O)Nc2ccccc21 (centres undefined)
(2) Nc1cccnc1Oc1ccccc1F
(3) C[C@H](c1ccccc1)n1nnc(COCc2ccccc2)c1C#CCOCc1ccccc1
(4) CCOC(=O)c1c(C)[nH]c(O)c1C=Nc1ccccc1
(5) Cc1c(-c2ccc(F)cc2)nc(N)c(C#N)c1-c1cccnc1
(6) CC(C)C(OC(=O)c1nsc(Cl)c1Cl)C(=O)NCC1CCCO1 (centres undefined)
assay / entry,1,2,3,4,5,6
Integrin act MD,8%,?,14%,-12%,-11%,10%
B2AR arrestin,-1.2%,0.5%,-0.5%,-0.3%,-0.1%,-0.1%
Eya2 inh,1%,11%,6%,9%,-13%,-2%
PTAP TSG101 blk,-1%,-2%,1%,-8%,-5%,0%
USP2a inh,1%,0%,-7%,1%,2%,-1%
uPA generation,1%,7%,12%,-3%,-6%,2%
S-ASM inh,5%,3%,2%,-12%,172%[activator],0%
TRPV1 ag,2,-1,16,·,-1,-1
BRCA1 expr up,-22%,0%,0%,-57%,-9%,-5%
p53 reactivation,-6%,2%,-2%,25%,-4%,5%
ELG1 genotox,-4%,-2%,0%,13%,9%,0%

(7) CCN(CC)C(=O)CC(c1ccc2c(c1)OCO2)c1c(OC)cc(OC)c2c(-c3ccccc3)cc(=O)oc12 (centres undefined)
(8) CC(NCC(=O)Nc1cc(Cl)cc(Cl)c1)c1ccccc1 (centres undefined)
(9) COc1ccc(N2CCN(C(=O)CN(Cc3ccccc3)S(C)(=O)=O)CC2)cc1
(10) Cc1ccc2nsnc2c1S(=O)(=O)N1CCN(Cc2ccc3c(c2)OCO3)CC1
(11) CCSc1nc2c(c(-c3ccc(C)o3)c1C#N)CCCC2
(12) CCCC(=O)Nc1cccc(S(=O)(=O)N(C)c2ccccc2)c1
assay / entry,7,8,9,10,11,12
Integrin act MD,-18%,-5%,-19%,12%,-26%,-2%
B2AR arrestin,3.4%,-1.2%,-0.1%,-0.2%,0.2%,-2.3%
Eya2 inh,-9%,?,19%,7%,-22%,-5%
PTAP TSG101 blk,-2%,-2%,-6%,-3%,-5%,0%
USP2a inh,8%,-5%,3%,1%,3%,-1%
uPA generation,?,-3%,12%,8%,-2%,-11%
S-ASM inh,2%,0%,-2%,1%,0%,0%
TRPV1 ag,18,10,-1,4,1,0
BRCA1 expr up,-33%,-26%,-14%,-2%,-17%,-2%
p53 reactivation,3%,1%,-3%,-7%,-2%,-3%
ELG1 genotox,0%,-10%,-1%,0%,-1%,0%

(13) Cc1cc(C)cc(CN2CCC(Oc3ccc(C(=O)N4CCCC4)cc3)CC2)c1
(14) O=S(=O)(c1ccc(Oc2ccc3oc4ccccc4c3c2)nc1)N1CCCC1
(15) C#CCOCCOCCOCCNc1nc(N2CCN(C(=O)[C@H](CCC(=O)O)n3cc([C@@H](N)[C@H](C)CC)nn3)CC2)nc(N2CCN(C(=O)[C@H](CCC(=O)O)n3cc([C@@H](N)CC(N)=O)nn3)CC2)n1
(16) CCCc1c(C(=O)N/N=C/c2cccc(OCc3ccc(F)cc3)c2)nnn1-c1nonc1N
(17) Cc1cc(SCC#N)n2nc(C)c(-c3ccccc3)c2n1
(18) CCCCSc1nnc(CCNC(=O)OC(C)(C)C)o1
assay / entry,13,14,15,16,17,18
Integrin act MD,-1%,-30%,5%,-7%,-51%[inhibitor],-24%
B2AR arrestin,0.4%,-0.1%,-0.5%,-0.6%,?,-1.0%
Eya2 inh,5%,-3%,-8%,3%,-11%,-15%
PTAP TSG101 blk,-4%,-1%,0%,0%,-3%,-4%
USP2a inh,0%,0%,0%,-6%,-4%,2%
uPA generation,-14%,2%,4%,10%,-5%,1%
S-ASM inh,-1%,1%,4%,-3%,-16%,-1%
TRPV1 ag,6,-3,·,0,-5,5
BRCA1 expr up,0%,-17%,8%,-6%,-35%,-3%
p53 reactivation,6%,-9%,14%,10%,8%,2%
ELG1 genotox,-1%,1%,3%,0%,-8%,1%

(19) CC1Cc2ccccc2N1C(=O)CSc1nnc(-c2ccc(S(=O)(=O)N3CCCCC3)cc2)o1 (centres undefined)
(20) Cc1ccc(/C=C(\NC(=O)c2ccccc2)C(=O)N2CCCCC2)cc1
(21) COc1ccc(C(=O)NCC(C)(C)CNC(=O)c2ccc(OC)cc2)cc1
(22) CCn1c(SCC(=O)c2ccc3c(c2)OCCO3)nnc1-c1ccco1
(23) CCOC(=O)N1CCN(c2nc(C)c3c(n2)CC(C)CC3=O)CC1 (centres undefined)
(24) CC(=O)c1cccc(NC(=O)CN2C(=O)c3ccccc3C2=O)c1
assay / entry,19,20,21,22,23,24
Integrin act MD,·,3%,3%,3%,13%,5%
B2AR arrestin,0.0%,-0.5%,·,2.8%,-0.2%,0.6%
Eya2 inh,-5%,-19%,·,3%,-2%,-2%
PTAP TSG101 blk,·,-6%,-4%,-4%,-7%,1%
USP2a inh,-1%,0%,·,-1%,0%,0%
uPA generation,·,13%,-2%,1%,9%,4%
S-ASM inh,·,3%,-3%,-1%,2%,4%
TRPV1 ag,-3,-3,·,1,29,1
BRCA1 expr up,·,-10%,-23%,0%,2%,-28%
p53 reactivation,2%,·,·,-1%,-3%,·
ELG1 genotox,0%,-4%,·,-1%,-2%,-1%

(25) O=C(Nc1ccccc1C(F)(F)F)N1CCN(c2ccc3nncn3n2)CC1
(26) COc1cccc(C2CC(C(F)(F)F)n3ncc(C(=O)NC(C)(C)C)c3N2)c1 (centres undefined)
(27) CC(=O)Nc1ccc(NS(=O)(=O)c2cc(C)sc2C)cc1
(28) CC(C)(C)NC(=O)C[C@H]1C[C@H](C(=O)N2CCOCC2)[C@@]2(C)c3[nH]c4ccc(Cl)cc4c3CCN2C1=O
(29) OC(C#CCCN1CCCCC1)(c1ccccc1)c1ccccc1
(30) O=C1CN(S(=O)(=O)c2cc(Cl)ccc2Cl)c2ccccc2N1
assay / entry,25,26,27,28,29,30
Integrin act MD,-15%[7.66 µM],0%,21%,-7%,-4%,-8%
B2AR arrestin,-0.2%,-0.5%,-0.1%,0.5%,-0.4%,-0.4%
Eya2 inh,4%,14%,-5%,0%,?,1%
PTAP TSG101 blk,0%,1%,-5%,-1%,0%,-1%
USP2a inh,0%,1%,-1%,0%,-4%,1%
uPA generation,·,4%,2%,-16%,-5%,0%
S-ASM inh,0%,0%,2%,-1%,1%,-2%
TRPV1 ag,8,-2,-1,·,·,0
BRCA1 expr up,2%,0%,1%,5%,6%,-4%
p53 reactivation,12%,-2%,-1%,-4%,-2%,-2%
ELG1 genotox,9%,-1%,0%,0%,0%,3%

(31) C=C(C)c1sc(-c2ccccc2)nc1C
(32) COC(=O)C1=C(C)NC(C)=C(C(=O)OC)C1c1ccc(C)o1
(33) CCc1ccc2oc(C(=O)NCC(c3ccc(OC)cc3)N3CCCCC3)c(C)c2c1 (centres undefined)
(34) Cc1coc2cc3oc(=O)ccc3cc12
(35) NN=C(c1cccc([N+](=O)[O-])c1)c1cccc([N+](=O)[O-])c1
assay / entry,31,32,33,34,35
Integrin act MD,0%,9%,-24%,-1%,8%
B2AR arrestin,·,-0.6%,0.3%,0.1%,·
Eya2 inh,·,?,-10%,-6%,·
PTAP TSG101 blk,-2%,0%,-4%,-1%,-3%
USP2a inh,·,4%,3%,3%,·
uPA generation,-4%,-1%,-1%,-2%,-1%
S-ASM inh,1%,7%,-6%,34%[activator],6%
TRPV1 ag,·,3,0,0,·
BRCA1 expr up,23%,0%,0%,33%,-2%
p53 reactivation,·,-3%,9%,1%,·
ELG1 genotox,·,3%,7%,1%,·

# An unsorted share of the library; overall some 2.6% were active at least once.
